TRPC4 agonist: opens the mouse TRPC4 cation channel. 310,000 tested, 0.49% active. B-score at 10 µM. HEK293 TRPC4beta/mu-opioid, Fluo4 calcium fluorescence; active compounds read high. Q9QUQ5;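 active = B-score above 5 SD of library B-scores, and initial fluorescence ratio not above library mean plus 5 SD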;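 note: positive B-score marks a calcium rise read as TRPC4 activation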
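Assay system: HEK293 cells stably co-expressing mouse TRPC4beta and mu-opioid receptor / Timing: Fluo4 dye loading 45 min at room temperature, 110 s recording / Signal: Fluo4 calcium-sensitive dye fluorescence, kinetic, 1 Hz baseline / Read-out: integrated baseline-normalised fluorescence ratio, converted to per-well B score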
MrgX1 antagonist: blocks BAM8-22 activation of human MrgX1 receptor. Q96LB2. 310,000 tested, 1.3% active. MRGX1-HEK293 calcium flux, Fluo-4, BAM8-22 antagonism; active compounds read low. B-score at 10 µM;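 active = calcium-response B-score plate-corrected more than 3 library SD below zero, starting fluorescence within 5 deviations, no agonist response on first addition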;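 note: peak minus trough fluorescence over baseline after final BAM8-22 challenge near maximal dose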
Target sequence (Q96LB2 whole entry, looked up): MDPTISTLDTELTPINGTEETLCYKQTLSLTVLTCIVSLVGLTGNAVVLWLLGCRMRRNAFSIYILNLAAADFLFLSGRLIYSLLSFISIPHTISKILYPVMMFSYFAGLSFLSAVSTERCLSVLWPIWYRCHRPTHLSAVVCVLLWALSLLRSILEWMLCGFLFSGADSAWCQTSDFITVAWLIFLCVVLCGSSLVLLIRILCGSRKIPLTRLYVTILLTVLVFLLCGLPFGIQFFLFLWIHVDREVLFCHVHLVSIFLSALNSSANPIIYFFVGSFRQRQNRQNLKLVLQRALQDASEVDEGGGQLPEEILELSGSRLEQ
TRPC4 block: blocks the mouse TRPC4 cation channel; Q9QUQ5; HEK293 TRPC4beta/mu-opioid, DAMGO-evoked Fluo4 calcium flux; active compounds read low; B-score at 10 µM; 300,000 tested, 0.39% active; AID 2247;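 active = B-score over 3 SD under the library average, no early fluorescence shift, positive overall ratio signal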
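Assay system: TRPC4beta/mu-opioid receptor HEK293 cell line; compound dosing: single concentration per test compound; detection: Fluo4 Ca2+ flux fluorescence; evaluation: per-well B score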
TRPC6 inh: blocks the mouse TRPC6 cation channel; 310,000 tested, 1.1% active; HEK293-TRPC6, membrane potential dye, ACh-evoked depolarization; active compounds read low; Q61143; B-score at 10 µM; AID 2553;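 active = B-score under library mean minus 3 SD, initial fluorescence not abnormally high, positive integrated signal ratio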;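 note: B-score derived from integrated fluorescence ratio over the kinetic read; more negative B-score means stronger inhibition of depolarization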
TRPC4 PAM: allosterically enhances the mouse TRPC4 cation channel | 310,000 tested, 0.42% active | AID 2227 | Q9QUQ5 | HEK293 TRPC4beta/mu-opioid, DAMGO EC20, Fluo-4 Ca2+ flux; active compounds read high | B-score at 10 µM;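 active = B-score of calcium response area above 5 SD of library B-scores, with initial fluorescence ratio within 5 SD of library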;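 note: B-score of integrated fluorescence ratio over time as area under calcium response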
MrgX1 allo act: human MrgX1 positive allosteric modulation, primary screen. AID 588675. B-score at 10 µM. MrgX1-HEK293, Fluo-4 calcium flux, FDSS; active compounds read high. 310,000 tested, 0.63% active;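 active = plate-corrected calcium response at least 3 library SD above typical, normal starting fluorescence, not activating the receptor alone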;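 note: compound read alongside a low EC10 to EC30 dose of BAM8-22 agonist; peak minus trough fluorescence over baseline measured at the second addition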
SKKanGAS inh: inhibitors of SKKanGAS S. pyogenes growth in kanamycin (SK-promoter or general growth effect). BacTiter-Glo, 6 h. inhibition, % at 7.5 µM. 300,000 tested, 1.3% active;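 active = mean replicate score, as percent of positive control median, at least 50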;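 note: strain carries kanamycin resistance gene driven by streptokinase promoter and grows in 40 µg/ml kanamycin; loss of luminescence reflects streptokinase promoter inhibition or plain growth inhibition; 0% = median of DMSO wells and 100% = positive control at its reference dose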
TMEM16A inh: inhibitors of mouse TMEM16A calcium-activated chloride channel; Q8BHY3; HEK293 TMEM16A/YFP iodide influx fluorescence, ionomycin; normalized B-score (activity score, 25-100; higher = stronger inhibition) at 10 µM; 310,000 tested, 1.2% active; AID 588511;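 active = ratio plate-corrected score three or more library SD toward inhibition, starting fluorescence score within five deviations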;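 note: score derived from kinetic fluorescence span divided by baseline fluorescence per well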
TMEM16A act: mouse TMEM16A channel activation, primary screen | Q8BHY3 | HEK293 TMEM16A/YFP-H148Q/I152L, iodide quench fluorescence; active compounds read low | B-score at 10 µM | 340,000 tested, 0.3% active | AID 623877;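 active = fluorescence-ratio B-score plate-corrected deviation score at least 3 library SD below zero, with starting fluorescence score within 5 deviations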;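 note: channel opened by trigger with iodide after compound preincubation; score built on the fluorescence ratio of max minus min over baseline; more negative score means more quench and so TMEM16A activation or potentiation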
MrgX1 ag: activates human MrgX1 receptor signaling; B-score at 10 µM; 310,000 tested, 0.44% active; MrgX1-HEK293 cells, Fluo-4 calcium fluorescence, agonist mode; active compounds read high;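 active = calcium response B-score plate-corrected fluorescence ratio at least 3 library SD, with starting fluorescence B-score inside 5 SD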
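Test system: Stable human MrgX1 HEK293 cell line | Schedule: Overnight plating before 1 h dye loading | Read-out basis: Baseline-normalised fluorescence change ratio, B-scored | Detection: Kinetic calcium dye fluorescence, Fluo-4 NW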
TRPC6 activator: activates the mouse TRPC6 cation channel | Q61143 | B-score at 10 µM | HEK293-TRPC6 membrane potential dye fluorescence; active compounds read high | 310,000 tested, 0.13% active | AID 2550;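 active = B-score of the integrated fluorescence ratio above library mean plus 3 SD, and starting fluorescence ratio within library mean plus 5 SD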;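 note: higher score means more depolarization so channel activation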
* hit, by the source's call; i = inactive; x = no result given.

SMILES	TRPC4 agonist	MrgX1 antagonist	TRPC4 block	TRPC6 inh	TRPC4 PAM	MrgX1 allo act	SKKanGAS inh	TMEM16A inh	TMEM16A act	MrgX1 ag	TRPC6 activator
CCNc1nc2c(c(=O)n(C)c(=O)n2C)n1Cc1ccc(Cl)cc1	i	i	i	i	i	i	-2.3	i	i	i	i
O=C(NN=C1CCCC1)c1ccccc1O	i	i	i	i	i	i	0.9	i	i	i	i
Cc1cc(C)n(/N=C/c2ccc(C(C)C)cc2)c(=O)c1C#N	i	i	i	i	i	i	0.6	i	i	i	i
COC(=O)c1cccc(N2C(=O)C(Cl)=C(N3CCOCC3)C2=O)c1	i	i	i	i	i	i	-2.6	i	i	i	i
O=C(Nc1cc(=O)[nH]c2ncnn12)c1ccccc1F	i	i	i	i	i	i	6.3	i	i	i	i
COc1ccc(C2CC(c3cccc(C)c3)n3nc(N)nc3N2)cc1 (centres undefined)	i	i	i	i	i	i	-1.5	i	i	i	i
COc1ccc(S(=O)(=O)N2CCOCC2)cc1NC(=O)CN1CCCCCC1	i	i	i	i	i	i	-17.6	i	i	i	i
Cc1cc(C)cc(NC(=O)CSc2nc3c(c(=O)n2C)SC(C)C3)c1 (centres undefined)	i	i	i	i	i	i	-0.5	i	i	i	i
COc1ccc(/C=N/c2nc3ccccc3n2C)cc1OC	i	i	i	i	i	i	5.2	i	i	i	i
CCN1C(=NCCOC)N[C@@H](CCc2ccccc2)[C@H](C(=O)OC)[C@H]1C	i	i	i	i	i	i	5.8	i	i	i	i
CC(C)c1nc2sc3c(NCc4ccco4)ncnc3c2c2c1COC(C)(C)C2	i	i	i	i	i	i	17.1	i	i	i	i
Cc1cc(C)nc(/N=C(\N)Nc2ccc(CC(=O)OC(C)C)cc2)n1	i	i	i	i	i	i	2.7	i	i	143*	i
COc1ccc(NC(=O)Nc2ccc([N+](=O)[O-])cc2)cn1	i	i	i	i	i	i	15.5	i	i	i	i
COC(=O)c1cc(Br)c(=O)n(Cc2ccc3c(c2)OCO3)c1	i	i	i	i	i	i	0.1	i	i	i	i
O=C(CN(c1ccccc1)S(=O)(=O)c1ccc(F)cc1)N1CCCCCC1	i	i	i	i	i	i	-3.1	i	i	i	i
Cc1ccc2c(c1)[C@H]1OCC[C@H]1[C@@H](c1ccncc1)N2	i	i	i	i	i	i	2.4	i	i	i	i
CCN(CC)C(=O)c1ccc(O)c(OC)c1	i	i	i	i	i	i	-0.4	i	i	i	i
COc1ccc(NC(=O)CSc2ccccc2)c(OC)c1	i	-9.12*	i	i	i	i	-3.8	i	i	i	i
N=c1oc2ccc3ccccc3c2cc1-c1nc(-c2ccccc2)cs1	i	i	i	i	i	i	7.0	i	i	i	i
COc1ccc(C(=O)OCn2nnc3ccccc3c2=O)cc1	i	i	i	i	i	i	-35.5	i	i	i	i
Cn1c(CN(O)S(=O)(=O)c2ccc(Cl)cc2)nnc1C(F)(F)F	i	i	i	i	i	i	1.4	i	i	i	i
O=C(N/N=C/c1ccccc1)c1[nH]ncc1Br	i	i	i	i	i	i	-6.2	i	i	i	i
Cc1csc(NC(=O)c2ccc3c(c2)OCO3)n1	i	i	i	i	i	i	5.6	i	i	i	i
CCCC(C)NC(=O)Cn1c(=O)c2c(ncn2CCC(C)C)n(Cc2ccccc2)c1=O (centres undefined)	i	i	i	i	i	i	1.7	i	i	i	i
CC1=CC(C)(C)N(C(=O)CCl)c2cc(C)ccc21	i	i	i	i	i	i	x	i	i	i	i
O=C(O)COCC(=O)Nc1cc(C(F)(F)F)cc(C(F)(F)F)c1	i	i	i	i	i	i	1.2	i	i	i	i
COc1ccc2c(CCNC(=O)c3ccc([N+](=O)[O-])cc3)c[nH]c2c1	i	i	i	i	i	i	-7.1	i	i	i	i
CN(C(=O)CSc1nnc(-c2ccccc2)o1)c1c(N)n(Cc2ccccc2)c(=O)[nH]c1=O	i	i	i	i	i	i	-0.6	i	i	i	i
O=C(Nc1cccc(NC(=O)c2ncn[nH]2)c1)c1cccc(Cl)c1	i	i	i	i	i	i	-4.6	i	i	i	i
C=CCN1C(=O)C2(OCCCO2)c2cccc(Cl)c21	i	i	i	i	i	i	4.6	i	i	i	i
CCCNC(=O)Cc1c(OC)ccc2cc(Br)ccc12	i	i	i	i	i	i	3.7	i	i	i	i
COc1cc(-c2ccc3c(=O)c4ccccc4n(C)c3c2)cc(OC)c1OC	i	i	i	i	i	i	43.9	i	i	i	i
O=C(CSCC(=O)N1CCOCC1)Nc1nc(-c2ccc3c(c2)OCO3)cs1	i	i	i	i	i	i	-9.5	i	i	i	i
COC(=O)Nc1nnc(Cc2ccc(OC)cc2)s1	i	i	i	i	i	i	-5.6	i	i	i	i
COC(=O)CNC(=O)c1cccc(F)c1	i	i	i	i	i	i	-4.0	i	i	i	i
COc1cccc(-c2nc(CS(=O)(=O)CC(=O)NC3CCCC3)c(C)o2)c1	i	i	i	i	i	i	-2.0	i	i	i	i
Cc1c(CCOC(=O)C2C3CC4CC(C3)CC2C4)sc[n+]1CC(=O)c1ccc(Br)cc1 (centres undefined)	i	i	i	i	i	i	49.9*	i	i	i	i
CC(C)CNC(=O)C(=O)NNC(=O)C1CCCCC1	i	i	x	i	i	i	-5.3	i	i	i	i
Cc1ccccc1C(=O)Nc1cc(NC(=O)c2ccccc2C)cc(C(=O)O)c1	i	i	i	i	i	i	1.6	i	i	i	i
CS(=O)(=O)c1ccccc1C(=O)Nc1ccc(-c2nc3ccccc3o2)cc1	i	i	i	i	i	i	11.2	i	i	i	i
CCN(CC)S(=O)(=O)c1ccc2oc(SCC(=O)NC3CC3)nc2c1	i	i	i	i	i	i	-5.9	i	i	i	i
CN1C(=O)Cc2cc(S(=O)(=O)NCCc3ccc(Cl)cc3)ccc21	i	i	i	i	i	i	8.2	i	i	i	i
CS(=O)(=O)N1CCN(S(=O)(=O)c2ccccc2[N+](=O)[O-])CC1	i	i	i	i	i	i	0.6	i	i	i	i
CCC(=O)N(CC)Cc1cc(=O)[nH]c2ccccc12	i	i	i	i	i	i	-6.1	i	i	i	i
Cc1cccc(-n2nc([N+](=O)[O-])c(=NC3CCN(Cc4ccccc4)CC3)n2O)c1	i	i	i	i	i	i	-0.9	i	i	i	i
COc1ccc(-c2csc(NC(=O)Cn3nc(C)cc3C)n2)cc1	i	i	i	i	i	i	-1.3	i	i	i	i
COc1ccc(CCN2CC(C(=O)N3CCN(C(C)=O)CC3)CCC2=O)cc1 (centres undefined)	i	i	i	i	i	i	x	i	i	i	i
NC12CC3CC(C1)CC(O)(C3)C2	i	i	i	i	i	i	-2.5	i	i	i	i
CC(=O)Nc1ccc(NC(=O)C(C)n2c3ccccc3c3nc(=O)cc(C)n32)cc1 (centres undefined)	i	i	i	i	i	i	3.4	i	i	i	i
O=C(O)Cc1ccc(NS(=O)(=O)c2ccccc2Br)cc1	i	i	i	i	i	i	0.5	i	i	i	i
COc1ccc(CCNC(=O)CN(c2ccccc2OC)S(=O)(=O)c2ccc(C)cc2)cc1	i	i	i	i	i	i	16.8	i	i	i	i
CCc1cc(OCCN2C(=O)NC(C)(C)C2=O)ccc1Cl	i	i	i	i	14*	i	1.4	i	i	i	i
CCNC(=O)C(=O)NCc1ccncc1	i	i	i	i	i	i	-0.2	i	i	i	i
Cc1cccc(NC(=S)N(CCN(C)C)Cc2cc3cc(C)cc(C)c3[nH]c2=O)c1	i	i	i	i	i	i	4.7	i	i	i	i
CCOc1ccc(OCC)c(NS(=O)(=O)c2ccc3c(c2)CCN3C(=O)C2CCC2)c1	i	i	i	i	i	i	0.2	i	i	i	i
O=c1[nH]c(SCc2ccccc2Cl)nc2[nH]ncc12	i	i	i	i	i	i	7.7	i	i	i	i
O=C(CNS(=O)(=O)c1ccc(C(=O)N2CCOCC2)cc1)N1CCOCC1	i	i	i	i	i	i	-0.1	i	i	i	i
Cc1cc(O)ccc1N1C(=O)c2cccc3cc([N+](=O)[O-])cc(c23)C1=O	i	i	i	i	i	i	7.2	i	i	i	i
O=[N+]([O-])c1ccc2c(c1)C(N1CCOCC1)/C(=C/COc1ccc(F)cc1)O2 (centres undefined)	i	i	i	i	i	i	-6.6	i	i	i	i
Cc1csc(NC(=O)CSc2nnc(C)s2)n1	i	i	i	i	i	i	-7.5	i	i	i	i

Further records follow.
SMILES	TRPC4 agonist	MrgX1 antagonist	TRPC4 block	TRPC6 inh	TRPC4 PAM	MrgX1 allo act	SKKanGAS inh	TMEM16A inh	TMEM16A act	MrgX1 ag	TRPC6 activator
COc1ccc(N2C(=O)CCC(C(=O)O)C2c2ccc(F)cc2)cc1 (centres undefined)	i	i	i	i	i	i	0.1	i	i	i	i
O=C(O)CSc1ncnc2c1oc1ccccc12	i	i	i	i	i	i	-4.9	i	i	i	i
O=C(NCCO)c1ccc2nc(-c3ccco3)c(-c3ccco3)nc2c1	i	i	i	i	i	i	10.1	i	i	i	i
COc1cc(C(=O)OCC(=O)NC(=O)C2CCCCC2)ccc1OC(F)F	i	i	i	i	i	i	-0.9	i	i	i	i
CC(C)C[C@H](NC(=O)OC(C)(C)C)C(=O)N[C@@H](CO)[C@H](O)[C@@H]1C[C@@H]1C(=O)NC1CC1	i	i	i	i	i	i	2.9	i	i	i	i
Cc1ccsc1/C=N/NC(=O)CNC(=O)c1ccc(S(=O)(=O)N(C)C)cc1	i	i	i	i	i	i	-8.8	i	i	i	i
CC(NC(=O)C(C)N1CCN(Cc2ccccc2)CC1)c1ccc(F)cc1 (centres undefined)	i	i	i	i	i	i	1.8	i	i	i	i
COc1ccc(CCNC(=O)Cn2c(=O)n(CC3CCCO3)c(=O)c3cc(OC)c(OC)cc32)cc1OC (centres undefined)	i	i	i	i	i	i	-0.1	i	i	i	i
Cc1cccc(CSc2ncc(CO)n2C)c1	i	i	i	i	i	i	-4.0	i	i	i	i

Whole records, quoted from the list. Screens in order: TRPC4 agonist | MrgX1 antagonist | TRPC4 block | TRPC6 inh | TRPC4 PAM | MrgX1 allo act | SKKanGAS inh | TMEM16A inh | TMEM16A act | MrgX1 ag | TRPC6 activator
Cc1cccc(CSc2ncc(CO)n2C)c1 in the list: i | i | i | i | i | i | -4.0 | i | i | i | i
O=C(O)CSc1ncnc2c1oc1ccccc12 in the list: i | i | i | i | i | i | -4.9 | i | i | i | i

Bioassay records (PubChem BioAssay)
